Compound activity as filed in PubChem BioAssay.
H9c2 TAG inh: inhibitors of triacylglycerol accumulation, primary screen, cell-based, uHTS, fluorescence, H9c2; hit rate 0.66% among 230,000; H9c2 cells, Nile Red lipid (TAG) fluorescence; cells loaded with 200 µM oleic acid; inhibition, % at 12.5 µM; AID 651582, 2012;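 active = pattern-corrected inhibition of lipid staining of at least 50% with the nuclear-stain viability signal not falling by more than 50%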;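 note: 0% = DMSO wells and 100% = triacsin C control wells; some results filed as inactive read as strong as hits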
H9c2 TAG inh DAPI viability: further read-out of H9c2 TAG inh, marked with its call; DAPI nuclei signal change (viability), lower = more cytotoxic, %;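 whole-well DAPI fluorescence read on a plate reader as a viability signal; minus 50 percent equals half of cells still viable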
* hit, by the source's call.

Order of results: H9c2 TAG inh	H9c2 TAG inh DAPI viability
1: CCOc1ccc(CC(=O)OCn2nnc3ccccc3c2=O)cc1
  3	0
2: CS(=O)(=O)NNC(=O)c1sccc1OCc1ncc(C(F)(F)F)cc1Cl
  -7	4
3: CN(C)CCNC(=O)C(=O)NCC1OCCN1S(=O)(=O)c1ccc2c(c1)OCCO2 (configuration not stated)
  -3	-5
4: O=C(Nc1cc(Cl)ccc1-n1cncn1)c1ccc(Br)o1
  11	1
5: Clc1cccc(-c2nc(NCCN3CCOCC3)c3ccccc3n2)c1
  5	22
6: O=C(c1cc(COc2c(F)cccc2F)on1)N1CCc2ccccc2C1
  -1	-4
7: c1csc(-n2nc3ccccc3n2)c1
  -15	10
8: Cc1cc(N=Cc2c(O)n(-c3cccc(C(F)(F)F)c3)c(=O)c3ccccc23)no1
  11	8
9: COC(=O)c1cc2ccc(OC)c(OC)c2c(=O)s1
  -11	1
10: CC(=O)c1ccc(NC(=S)NCCc2cccc(Cl)c2)cc1
  -1	2
11: Cc1nnc(-n2cnc3ccccc32)c2ccccc12
  2	4
12: COc1ccccc1-c1ccc(SCC(=O)Nc2cc(C)on2)nn1
  19	-9
13: O=C(CCCN1C(=O)/C(=C\c2cccc(Br)c2)SC1=S)Nc1ccc(C(=O)O)cc1
  -4	14
14: O=C(/C(N=Nc1cccc([N+](=O)[O-])c1)=C(/O)c1ccc(Br)cc1)C(F)(F)F
  2	-1
15: NS(=O)(=O)c1ccc(CCNC(=O)c2ccc(Cl)c(S(=O)(=O)NCc3ccco3)c2)cc1
  8	8
16: CCOC(=O)c1csc(NC(=O)CSc2nnnn2-c2ccc(OC)c(OC)c2)n1
  6	-1
17: CN(Cc1ccccn1)Cc1nc(-c2ccc(Cl)cc2)no1
  6	-10
18: Cc1cccc(NC(=O)C2CC(=O)N(Cc3ccccc3)C2)n1 (configuration not stated)
  -1	-2
19: O=C(NCc1ccc(F)cc1)Nc1cccc([N+](=O)[O-])c1
  -46	19
20: C[C@H](CO)N1C[C@H](C)[C@@H](CN(C)S(=O)(=O)c2ccccc2)Oc2c(NC(=O)CCC(F)(F)F)cccc2C1=O
  -3	-3
21: CCCCC(=O)N(C)c1c(C)nc2ccc(C(=O)N(CC)CCN(C)C)cn12
  -3	7
22: Fc1ccc(-c2ccc3nccn3c2)cc1Cl
  -7	10
23: Cc1ccc(NC(=O)C(Nc2cccc(C)c2)c2ccccc2)cc1 (configuration not stated)
  -17	4
24: COc1cc(NC(=O)c2ccco2)c(OC)cc1NC(=O)CSc1nnc(-c2cccs2)n1C
  5	8
25: COCc1nc(-c2cc(Br)ccc2OC)no1
  -8	4
26: O=C(CSc1nnc(-c2ccncc2)n1CC1CCCO1)Nc1nccs1 (configuration not stated)
  2	4
27: CCc1nc2ccc(C(=O)Nc3ccc(OC)c(OC)c3)cn2c1N(C)Cc1ccc(OC)cc1
  5	3
28: COc1ccccc1NC(=O)c1cc2ccccc2o/c1=N\O
  27	-11
29: CC(=O)c1ccc(N2CCN(C(=O)c3ccc(NC(=O)C4CCCO4)cc3)CC2)cc1 (configuration not stated)
  10	-1
30: CCCCCn1c(=O)[nH]c2cc(C(=O)NCCN3CCOCC3)ccc2c1=O
  2	16

2 entries from above, with tabs:
#	SMILES	H9c2 TAG inh	H9c2 TAG inh DAPI viability
11	Cc1nnc(-n2cnc3ccccc32)c2ccccc12	2	4
12	COc1ccccc1-c1ccc(SCC(=O)Nc2cc(C)on2)nn1	19	-9

Laid out differently: 2 of the compounds above
#6 O=C(c1cc(COc2c(F)cccc2F)on1)N1CCc2ccccc2C1
  H9c2 TAG inh: -1
  H9c2 TAG inh DAPI viability: -4

#7 c1csc(-n2nc3ccccc3n2)c1
  H9c2 TAG inh: -15
  H9c2 TAG inh DAPI viability: 10

The listing continues.
Order of results: H9c2 TAG inh	H9c2 TAG inh DAPI viability
31: N=C1C(=O)OCC1c1cc(Cl)ccc1NC(=O)Nc1ccccc1 (configuration not stated)
  7	-1
32: O=C(NCCCN1CCOCC1)c1c(-c2ccccc2)sc2ccccc12
  -9	3
33: COc1ccc(NS(=O)(=O)c2cc(NC(=O)/C=C/c3cc(OC)c(OC)c(OC)c3)ccc2N2CCCCC2)cc1
  38	13
34: O=C(N/N=C/c1ccc(Cl)cc1Cl)C(=O)NC1CC1
  0	-2
35: CCOC(=O)N(C)C[C@H]1OCc2cnnn2CCCC(=O)N([C@@H](C)CO)C[C@@H]1C
  0	4
36: CCc1cccc(CC)c1NC(=S)NC(C)c1ccccc1 (configuration not stated)
  -21	5
37: Cc1ccc([C@H]2C[C@@H](n3cc(C4CC4)nn3)[C@H](O)CN2C(=O)C2CCCCC2)cc1
  -7	9
38: CC(C)c1ccc2[nH]c3c(c2c1)CCC/C3=N\NC(=O)c1ccncc1
  11	-4
39: CCN(CC)C(=O)c1sc(NC(=O)C(C)C)c(C#N)c1C
  3	2
40: CCCCn1c(CNC(=O)CCC)nc2ccccc21
  6	0
41: COc1ccc(Cc2noc(CN(C)CCc3ccccc3)n2)cc1OC
  -9	-1
42: O=C(COc1ccc(-c2nnco2)cc1)Nc1ccc(C(F)(F)F)cc1
  5	-1
43: O=C(NC1CCCC1)C(=O)N(Cc1cccnc1)C(C(=O)NCc1ccco1)c1ccccc1F (configuration not stated)
  18	6
44: COc1ccc(CCNC(=O)c2cccc([N+](=O)[O-])c2)cc1OC
  16	9
45: O=C(Nc1ccc([N+](=O)[O-])cc1Cl)c1cccc([N+](=O)[O-])c1
  -22	2
46: CC1=Nc2ccccc2NC(=O)C1Sc1nnc(C)s1 (configuration not stated)
  7	0
47: Cc1ccsc1C(=O)NNC(=O)COc1ccccc1Cl
  23	-6
48: C=CCc1ccc(OCCCCN2CC(C)OC(C)C2)c(OC)c1 (configuration not stated)
  -14	32
49: O=C(NNC(=O)c1ccc2ccccc2c1O)c1ccccc1Cl
  -1	4
50: CCCn1c(NCc2ccc(N(C)C)cc2)nc2ccccc21
  -16	12
51: CC[C@H](C)C(=O)O[C@H]1C[C@@H](C)C=C2C=C[C@H](C)[C@H](CC[C@@H]3C[C@@H](O)CC(=O)O3)[C@H]21
  -6	-4
52: COCCNC(=S)N(Cc1cccs1)Cc1cc2cccc(C)c2[nH]c1=O
  13	-12
53: Cc1cc(C)c(OCC(=O)Nc2cccc(O)c2)cc1C
  1	7
54: CC(C)N(Cc1ccccc1)C(=O)c1ccc2nsnc2c1
  -3	11
55: COc1cc(NC(=O)c2ccc3c(c2)OCO3)c2ncccc2c1
  15	-1
56: Cc1cc(=O)[nH]c(N/N=C/C2=C(N3CCOCC3)C(=C\c3ccc(Cl)cc3)/CC2)n1
  14	2
57: NC(=O)c1sc2nccc(Nc3ccccc3)c2c1N
  -5	1
58: COc1cccc(CNC(=O)CCS(=O)(=O)c2cc3c(cc2C)NC(=O)CO3)c1
  11	12
59: Fc1ccc(Nc2nc(NCc3ccccc3)nc3ccsc23)cc1
  -4	7
60: CCOC(=O)N1CCN(c2ncc(C(F)(F)F)cc2Cl)CC1
  -20	-6
61: Cc1ccc(CSc2nnc(CCNC(=O)OC(C)(C)C)o2)cc1
  2	0
62: CN(C)C(=O)C(Sc1ccc(S(=O)(=O)N2CCCC2)cn1)c1ccccc1 (configuration not stated)
  -11	-5
63: CCCCSc1nnc(-c2ccc(NC(=O)CCc3ccccc3)cc2)n1C
  51*	4.7*
64: COc1cc(C2C(C#N)=C(N)Oc3cc(C)n(CCc4ccccc4)c(=O)c32)cc2c1OCO2 (configuration not stated)
  11	0
65: CCOc1ccc(NC(=O)c2cccc3c2C(=O)N(CC2CCCO2)C3)cc1 (configuration not stated)
  21	12
66: CC(=O)N1CCN(C(=O)C(Cc2ccccc2)NC(=O)c2ccccc2)CC1 (configuration not stated)
  7	4
67: O=C(N/N=C/c1cc(Br)c(O)c([N+](=O)[O-])c1)C(O)(c1ccccc1)c1ccccc1
  7	-7
68: CCC(C)NC(=O)CN(c1ccc(OC)cc1)S(=O)(=O)c1ccc(NC(C)=O)cc1 (configuration not stated)
  7	-9
69: COc1ccc(NC(=O)NCc2cccnc2)c(OC)c1
  -1	6
70: N=c1n(CCN2CCCCC2)c2ccccc2n1CC(=O)c1cccs1
  6	7
71: COc1ccc(OC)c(NC(=O)c2cc(S(=O)(=O)N3CCCCC3)c[nH]2)c1
  -13	8
72: O=C(OCC(=O)N1CCOCC1)c1ccc2ccccc2c1O
  -8	-6
73: COc1ccccc1C(=O)n1nc(-c2ccco2)nc1SC
  4	-9
74: CCN(CC)C(=O)c1cccc(-c2csc(C(NC(C)=O)c3ccc(F)c(F)c3)n2)c1 (configuration not stated)
  6	-1
75: CCOc1ccc(CCNC(=O)c2sc3nc4n(c(=O)c3c2C)CCC4)cc1OCC
  23	-1
76: CCCCOc1ccc(C2(C)NC(=O)NC2=O)cc1 (configuration not stated)
  -7	-10
77: CC(C)Cc1nc2sc3c(=O)[nH]cnc3c2c2c1CCCC2
  -4	6
78: CC(=O)NC1(C(F)(F)F)C(=O)N(Cc2ccccc2)C2=C1C(=O)CC(C)(C)C2 (configuration not stated)
  -10	3
79: Oc1c(Cl)cc(Cl)c(Cl)c1Cc1c(O)c(Cl)cc(Cl)c1Cl
  -10	-6
80: O=C(CSc1ncnc2sccc12)Nc1ccc(S(=O)(=O)N2CCOCC2)cc1
  -2	-2
81: O=C1CC2C(=O)NCCN2C(=NC(=O)c2ccc(Cl)cc2)N1 (configuration not stated)
  -4	1
82: CC1(C(=O)NS(=O)(=O)c2ccc(F)cc2F)CCN1C(=O)CCc1ccccc1 (configuration not stated)
  10	-3
83: CCOC(=O)C1=C(O)/C(=C/c2cc(OC)c(OC)c(OC)c2)N=C1C
  9	-9
84: COC(=O)c1cn(CCOc2ccccc2)c2ccccc12
  -2	-11
85: COc1ccc(NC(=O)c2ccc(S(=O)(=O)N3CCCCCC3)cc2)c(OC)c1
  2	5
86: Cc1cc(F)ccc1-c1cc(C(=O)NCc2ccc(C(F)(F)F)cc2)[nH]n1
  -17	0
87: C=C[C@]1(C)C=C2CC[C@H]3[C@@](C)(CCC[C@@]3(C)C(=O)O)[C@@H]2CC1
  21	0
88: CC(C)NC(=O)N(C)C[C@@H]1Oc2c(NS(=O)(=O)c3ccccc3)cccc2C(=O)N([C@@H](C)CO)C[C@@H]1C
  -14	0
89: CCCCn1c(N)c(N(CCOC)C(=O)CCNC(=O)NC23CC4CC(CC(C4)C2)C3)c(=O)[nH]c1=O
  -2	-5
90: Cc1ccc(OCCNC(=O)Cc2ccc(S(=O)(=O)N3CCOCC3)s2)cc1
  -5	1

(further entries)
Order of results: H9c2 TAG inh	H9c2 TAG inh DAPI viability
91: NC(=O)C1=C[C@H](c2ccccc2)C[C@H](OCc2ccc(CO)cc2)O1
  -136	6
92: CCc1ccc(NC(=O)CCCN2C(=S)NC(C)(C)CC2C)cc1 (configuration not stated)
  -11	1
93: CC(C)(C)NC(=O)COC(=O)c1ccccc1Oc1ccccc1
  -5	1
94: Cc1nn(-c2ccccc2)c(Cl)c1C(=O)Nc1nnc(C2CCCC2)s1
  1	-3
95: COCc1c(C(=O)OCC(=O)c2c(N)n(CC(C)C)c(=O)n(C)c2=O)oc2ccccc12
  -22	-6
96: CCOC(=O)c1c2c3c(cccc3[nH]c1=O)C(=O)c1ccccc1-2
  4	8
97: Cc1ccc(S(=O)(=O)C2(S(=O)(=O)c3ccc(C)cc3)CC2)cc1
  6	-10
98: Cc1ccc(NC(=O)CSc2nnnn2C2CC2)cc1S(=O)(=O)N1CCOCC1
  -15	7
99: FC(F)(F)c1cccc(Cc2noc(CN3CCC(N4CCCCC4)CC3)n2)c1
  -2	8
100: CCn1nc(C(=O)OCC(=O)c2ccc(F)cc2)c2ccccc2c1=O
  -8	12
101: N/C(=N\OC(=O)CCC1CCCC1)c1ccncc1
  -3	10
102: COc1ccc(NC(=O)CN(C)C(=O)C2CC(=O)N(c3ccc4c(c3)OCCO4)C2)cc1 (configuration not stated)
  -17	0
103: COc1ccc(S(=O)(=O)N2CCC3CC2c2cc(N4CCOCC4)ccc23)cc1 (configuration not stated)
  -3	-1
104: Cn1c(N)c(C(=O)COC(=O)[C@@H]2CCCN2S(=O)(=O)c2ccc(Cl)cc2)c(=O)n(C)c1=O
  0	-1
105: COc1ccc(N(CC(=O)N2c3ccccc3CC2C)S(=O)(=O)c2c(C)noc2C)cc1 (configuration not stated)
  -9	6
106: Cc1cc(OCC(=O)OCC(=O)N(Cc2ccccc2)C(C)(C)C)ccc1Cl
  7	2
107: Cc1cccc(NC(=O)COC(=O)c2ccc(S(=O)(=O)N3CCCC3)cc2)c1
  5	-1
108: Cc1ccc2cc3c(NC(=O)c4ccco4)nn(C)c3nc2c1
  -9	3
109: Cc1cccc(C(=O)N(Cc2ccco2)c2c(N)n(Cc3ccccc3)c(=O)[nH]c2=O)c1
  10	7
110: COc1ccc(NC(=O)NNC(=O)COc2ccc3ccccc3c2)cc1
  -3	3
111: CCOC(=O)C1(C)CCCN(C(=O)c2ccc(OC)c(OC)c2)C1 (configuration not stated)
  12	18
112: Cc1cccnc1NC(=O)Nc1cccc2ccccc12
  18	7
113: COc1ccc(OC)c(S(=O)(=O)n2ccc(C)n2)c1
  -1	-2
114: Cc1cccc(NC(=S)NC2CC3CCCC(C2)N3CC(C)C)c1 (configuration not stated)
  -6	0
115: Cc1cccc(C(=O)N[C@H](C(=O)Nc2ccc(S(=O)(=O)NC3=NCCCCC3)cc2)C(C)C)c1
  13	-12
116: CNC(=S)N/N=C/c1ccc(OCC(=O)Nc2c(C)cc(C)cc2C)c(OC)c1
  10	-4
117: c1ccc(CNc2ncnc3c2oc2ccccc23)nc1
  11	4

3 structures out of the list, ordered by SMILES length, rising.
Order of results: H9c2 TAG inh	H9c2 TAG inh DAPI viability
101: N/C(=N\OC(=O)CCC1CCCC1)c1ccncc1
  -3	10
98: Cc1ccc(NC(=O)CSc2nnnn2C2CC2)cc1S(=O)(=O)N1CCOCC1
  -15	7
95: COCc1c(C(=O)OCC(=O)c2c(N)n(CC(C)C)c(=O)n(C)c2=O)oc2ccccc12
  -22	-6

This is a subset; the hit share may differ from the screen's.
